Screens: PubChem, National Center for Advancing Translational Sciences (NCATS)
FEN1 inhibitor: human FEN1 inhibition; actives 0.35% (n = 390,000); P39748; Potency, µM (highest dose often 114 µM), inactives show at the top dose activity change, negative = inhibition, most hits filed as inhibitors; Recombinant FEN1 flap cleavage, fluorescence, 15 min; further: nearly all actives have a fitted effect of over 65% in size
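Quantitative HTS format: each compound was titrated, incubated with 10 nM nuclease for 15 min at room temperature, then challenged with flap substrate at 50 nM final. Signal change over 15 min gave concentration–effect curves.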
GCN5L2 inh: blocks human GCN5L2 histone acetyltransferase | Q92830 | GCN5L2 HAT assay, ThioGlo1 CoA-SH fluorescence | Potency, µM (highest dose often 58.9 µM), inactives show top-dose activity change, negative = inhibition, hits mostly inhibitors | actives 0.21% (n = 390,000) | AID 504327
Target sequence (Q92830 whole entry, looked up): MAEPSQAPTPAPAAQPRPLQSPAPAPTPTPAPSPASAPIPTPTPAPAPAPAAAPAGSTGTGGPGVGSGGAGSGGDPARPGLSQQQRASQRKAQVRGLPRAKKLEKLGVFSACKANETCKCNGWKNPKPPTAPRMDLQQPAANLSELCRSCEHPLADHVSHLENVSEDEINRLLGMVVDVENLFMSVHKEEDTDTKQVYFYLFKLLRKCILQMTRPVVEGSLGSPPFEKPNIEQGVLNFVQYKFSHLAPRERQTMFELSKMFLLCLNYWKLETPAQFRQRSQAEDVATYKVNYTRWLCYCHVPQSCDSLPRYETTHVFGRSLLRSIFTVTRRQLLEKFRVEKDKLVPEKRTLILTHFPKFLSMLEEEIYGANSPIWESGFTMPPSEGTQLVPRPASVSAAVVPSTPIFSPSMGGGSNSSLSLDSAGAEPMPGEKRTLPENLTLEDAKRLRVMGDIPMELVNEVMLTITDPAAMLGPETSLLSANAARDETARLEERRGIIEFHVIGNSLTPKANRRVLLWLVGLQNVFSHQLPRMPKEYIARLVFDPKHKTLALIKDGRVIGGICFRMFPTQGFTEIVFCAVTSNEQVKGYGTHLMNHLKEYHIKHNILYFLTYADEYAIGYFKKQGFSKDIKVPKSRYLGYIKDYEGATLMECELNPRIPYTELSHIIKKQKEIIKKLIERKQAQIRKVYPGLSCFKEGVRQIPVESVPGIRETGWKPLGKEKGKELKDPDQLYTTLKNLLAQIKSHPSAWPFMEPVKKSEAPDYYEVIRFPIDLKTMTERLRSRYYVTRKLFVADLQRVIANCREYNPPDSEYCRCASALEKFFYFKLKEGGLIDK
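qHTS, 1536-well. 20nM enzyme, pH 7.5 HEPES/EDTA/Tween-20 buffer; 15 min compound preinc., RT. Start: 75uM H3(1-25), 70uM AcCoA, 50uM ThioGlo1. Read Ex340/Em540 at t=0 (autofluorescence flag) and t=20 min.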
N370S GC: N370S glucocerebrosidase modulation, Gaucher chaperone candidate. P04062. N370S GC spleen homogenate, 4MU-glucoside fluorescence. Potency, µM (highest dose often 59.4 µM), without a hit: top-dose activity change, negative = inhibition, usual class: inhibitors. actives 0.092% (n = 330,000);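 further: 0% = full enzyme activity and -100% = no enzyme basal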
An asterisk follows results filed as active; & = joins results of further samples; [ ] = dose if it differs, or a comment. The call rests on the fitted dose curve; in most records, active means well fitted curve in the direction sought with a large enough effect; inconclusive means small, poorly fitted or top-dose-only effect, or another doubt; inactive means no such curve, though single readings can be large; an effect the other way counts as inactive or inconclusive. Unless noted, on the % scale 0 is the no-effect control and ±100 the full control effect; potency means the concentration at half of the fitted maximal effect.

For CC(=O)Nc1ccc(Nc2ncnc3c2cnn3-c2cccc(C)c2)cc1 the results were FEN1 inhibitor -2%, GCN5L2 inh -19% and N370S GC 6%.
For COCCN(C(=O)COC(=O)CCc1ccc(OC)cc1)c1c(N)n(Cc2ccccc2)c(=O)[nH]c1=O the results were FEN1 inhibitor 4%, GCN5L2 inh 1% and N370S GC -13%.
Screening CCS(=O)(=O)N1CCc2cc(C(=O)N3CCN(c4cccc(C(F)(F)F)c4)CC3)ccc21 returned FEN1 inhibitor -3% and GCN5L2 inh -4%.
Screening N#Cc1c(NC(=O)c2cnccn2)sc2c1CCCC2 returned FEN1 inhibitor 5%, GCN5L2 inh -10% and N370S GC -8%.
Screening CC(C)OCCCNC(=O)c1ccc(NS(C)(=O)=O)cc1 returned FEN1 inhibitor 0%, GCN5L2 inh -5% and N370S GC 1%.
Screening Cc1ccn2cc(C(=O)Nc3ccc4c(c3)OCCO4)nc2c1 returned FEN1 inhibitor 18%, GCN5L2 inh -3% and N370S GC -3%.
For CCOC(=O)C1CCN(c2c(NCCN(CC)c3ccccc3)c(=O)c2=O)CC1 the results were FEN1 inhibitor 20%, GCN5L2 inh -2% and N370S GC 3%.
`Cn1c(SCC(=O)N2CCCC2)nc2ccccc2c1=O` gave FEN1 inhibitor -20%, GCN5L2 inh -8% and N370S GC 4%.
For CCCn1c(-c2cccc(Br)c2)nc2ccccc21 the results were FEN1 inhibitor -5% and GCN5L2 inh -12%.
`COc1cccc(Nc2ncnc3sccc23)c1` gave FEN1 inhibitor -3%, GCN5L2 inh -2% and N370S GC -3%.
COc1ccc(CCC(=O)Nc2ncc(C)s2)cc1OC was read as FEN1 inhibitor 22%, GCN5L2 inh -1% and N370S GC -8%.
`COC(=O)/C=C1\S/C(=N/N=C/c2ccccc2)NC1=O` gave FEN1 inhibitor 3%, GCN5L2 inh -12% and N370S GC -3%.

3 compounds from above, arranged by count of non-hydrogen atoms, high to low:
For CCOC(=O)C1CCN(c2c(NCCN(CC)c3ccccc3)c(=O)c2=O)CC1 the results were FEN1 inhibitor 20%, GCN5L2 inh -2% and N370S GC 3%.
Screening CC(C)OCCCNC(=O)c1ccc(NS(C)(=O)=O)cc1 returned FEN1 inhibitor 0%, GCN5L2 inh -5% and N370S GC 1%.
`COc1cccc(Nc2ncnc3sccc23)c1` gave FEN1 inhibitor -3%, GCN5L2 inh -2% and N370S GC -3%.

(further entries)
Screening C#CCOCCOCCOCCNc1nc(N2CCN(C(=O)[C@H](C(C)C)n3cc(CCO)nn3)CC2)nc(N2CCN(C(=O)[C@H](C(C)C)n3cc(CCO)nn3)CC2)n1 returned FEN1 inhibitor -6%, GCN5L2 inh -2% and N370S GC 0%.
Screening Cc1cc(-c2ccccc2)[nH]c(=O)c1C#N returned FEN1 inhibitor 8%, GCN5L2 inh -4% and N370S GC -15%.
CCN(CC)CCn1c(=N)n(CC(=O)c2ccc(C)cc2)c2ccccc21 was read as FEN1 inhibitor -2%, GCN5L2 inh inconclusive and N370S GC -22%.
For CCCCN(C)C(=O)CNC(=O)c1nn(-c2ccc(OC)cc2OC)c(=O)c2ccccc12 the results were FEN1 inhibitor -2%, GCN5L2 inh -6% and N370S GC -4%.
Screening CCN1/C(=C2\SC(=S)N(Cc3ccccc3)C2=O)Sc2ccccc21 returned FEN1 inhibitor -4%, GCN5L2 inh -2% and N370S GC 8%.
For COCCn1c(=O)c(-c2cccc(C#N)c2)nc2cnc(OCc3ccccc3)nc21 the results were GCN5L2 inh -12% and N370S GC 24%.
For COc1cc(NS(=O)(=O)c2ccc(N/C=C\C(=O)c3ccc(F)cc3)cc2)nc(OC)n1 the results were FEN1 inhibitor -1%, GCN5L2 inh -19% and N370S GC -23%.
Screening CCCC(C(=O)NCc1ccco1)N(C(=O)CNS(=O)(=O)c1ccccc1)C1CCCC1 (centres undefined) returned FEN1 inhibitor 12%, GCN5L2 inh -5% and N370S GC 18%.
Screening COc1cccc(C2/C(=C(\O)c3ccc(OC)c(OC)c3)C(=O)C(=O)N2c2cc(C)on2)c1 (centres undefined) returned FEN1 inhibitor -5%, GCN5L2 inh -9% and N370S GC -2%.
COC(=O)[C@]1(CC(C)C)N[C@H](c2ccc(SC3CCCCC3)cc2)[C@@H]2C(=O)N(C)C(=O)[C@@H]21 was read as FEN1 inhibitor -25% and GCN5L2 inh -8%.
Screening Cc1cc(=O)[nH]c(NCc2ccccc2)n1 returned FEN1 inhibitor -9%, GCN5L2 inh -8% and N370S GC -4%.
`COC(=O)CC(c1ccc(C#N)cc1)n1c(C)ccc1C` (centres undefined) gave FEN1 inhibitor 6%, GCN5L2 inh -6% and N370S GC 6%.
CC(C)CCNC(=O)CN(CC1CCCO1)C(=O)CCC(=O)Nc1nccs1 (centres undefined) was read as FEN1 inhibitor -2%, GCN5L2 inh 10% and N370S GC 6%.
`COc1ccccc1NC(=O)CC(C)n1nc(C)cc1C` (centres undefined) gave FEN1 inhibitor 5% and GCN5L2 inh -9%.
Screening O=C(CNC(=O)c1ccc(Cl)cc1)Nc1ccc(S(=O)(=O)Nc2ncccn2)cc1 returned FEN1 inhibitor 3%, GCN5L2 inh -5% and N370S GC 3%.
`Cn1nc(C(=O)NC2CCCCC2)c2ccccc2c1=O` gave FEN1 inhibitor -14% and GCN5L2 inh -7%.
Screening Cc1c(NC(=O)C(Sc2ccccc2)c2ccccc2)cccc1[N+](=O)[O-] (centres undefined) returned FEN1 inhibitor 3%, GCN5L2 inh -11% and N370S GC 27%[12.8 µM].
For COc1ccc(-c2nnn(CC(=O)N(CC(=O)NCCC(C)C)Cc3cccs3)n2)cc1OC the results were FEN1 inhibitor 2%, GCN5L2 inh -2% and N370S GC -5%.
For CCOC(=O)c1ccc(N2CC(O)=C(c3nc4ccccc4c(=O)[nH]3)C2=N)cc1 the results were FEN1 inhibitor inconclusive, GCN5L2 inh 0% and N370S GC -1%.
Screening C=CCOc1ccc(/C=N/n2cncn2)cc1OC returned FEN1 inhibitor 0%, GCN5L2 inh -3% and N370S GC 1%.
For CCOc1cc(C(=O)N2CCC(c3ccncc3)CC2)cc(OCC)c1OCC the results were FEN1 inhibitor 15% and GCN5L2 inh 2%.
For CCC(=O)Nc1ccc(-c2nnc(-c3ccccc3)o2)cc1 the results were FEN1 inhibitor 7%, GCN5L2 inh -4% and N370S GC 5%.
Screening CC(C)Cc1nnc(NC(=O)C2CC(=O)N(Cc3ccccc3)C2)s1 (centres undefined) returned FEN1 inhibitor 17%, GCN5L2 inh 0% and N370S GC -9%.
Screening COc1ccc(OC)c2c(C)cc(C)nc12 returned FEN1 inhibitor -8%, GCN5L2 inh -3% and N370S GC 0%.
For Cc1ccc(S(=O)(=O)N2CCN(C3CCN(Cc4ccccc4)CC3)CC2)cc1 the results were FEN1 inhibitor -6%, GCN5L2 inh -5% and N370S GC 10%.
COc1ccc2nc(SCC(C)=O)c(C#N)cc2c1 was read as FEN1 inhibitor -15%, GCN5L2 inh -6% and N370S GC -12%.
`CCCCNC(=O)c1cn(CC)c2cc(N3CCN(C)CC3)c(F)cc2c1=O` gave FEN1 inhibitor 7%, GCN5L2 inh -5% and N370S GC -15%.
Screening COc1ccc(C(=O)N(c2ccc(OC)cc2)S(=O)(=O)c2cccs2)cc1 returned FEN1 inhibitor inconclusive, GCN5L2 inh -10% and N370S GC 5%.
For CC(CCc1ccccc1)NC(=O)Cc1ccc(Br)cc1 (centres undefined) the results were FEN1 inhibitor -3%, GCN5L2 inh -1% and N370S GC -4%.
CC1(C)CC(=O)C=C(Nc2ccccc2)C1 was read as FEN1 inhibitor 4%, GCN5L2 inh -12% and N370S GC -23%.
`Nc1nc2cc(S(=O)(=O)N3CCOCC3)ccc2o1` gave FEN1 inhibitor -7% and GCN5L2 inh -25%.
COc1cc(NC(=S)NCCc2ccccc2)c(OC)cc1NC(=O)CC(C)C was read as FEN1 inhibitor -5%, GCN5L2 inh -1% and N370S GC -8%.
Screening Cc1ccc(-c2nn(-c3ccccc3)cc2CO)cc1 returned FEN1 inhibitor 1%, GCN5L2 inh -2% and N370S GC -2%.
Screening CCN(CC)c1ccc(-n2nc3cc(C)c(NC(=O)c4ccccc4F)cc3n2)cc1 returned FEN1 inhibitor 16% and GCN5L2 inh -2%.
For O=C(NCCc1ccc(Cl)cc1)c1ccc(CSCc2cccc(Cl)c2)o1 the results were FEN1 inhibitor 0% and GCN5L2 inh -3%.
Screening COc1ccc(/C=C2\SC(=S)N(CCC(=O)N3CCOCC3)C2=O)cc1 returned FEN1 inhibitor -7%, GCN5L2 inh -2% and N370S GC -27%.

Among those listed so far, 2 contain a Cl atom.
Screening O=C(CNC(=O)c1ccc(Cl)cc1)Nc1ccc(S(=O)(=O)Nc2ncccn2)cc1 returned FEN1 inhibitor 3%, GCN5L2 inh -5% and N370S GC 3%.
For O=C(NCCc1ccc(Cl)cc1)c1ccc(CSCc2cccc(Cl)c2)o1 the results were FEN1 inhibitor 0% and GCN5L2 inh -3%.

New compounds follow
Screening CN(CC(=O)Nc1c(Cl)cccc1Cl)C(=O)c1ccccc1Cc1ccccc1 returned FEN1 inhibitor -12%, GCN5L2 inh -22% and N370S GC -9%.
COc1ccccc1C(=O)NCC(=O)NCCc1ccc(Cl)cc1 was read as FEN1 inhibitor -10%, GCN5L2 inh 0% and N370S GC -4%.
Screening COC(=O)[C@@H]1C[C@@]2(O)[C@H](O)[C@H](O)[C@H](O)C[C@H]2N1Cc1ccccc1OS(=O)(=O)c1ccc(C)cc1 returned FEN1 inhibitor 12%, GCN5L2 inh 28% and N370S GC 1%&-6%.
CC(C)(C)C(=O)N1CCN(C(c2ccccc2)c2ccccc2)CC1 was read as FEN1 inhibitor -1%, GCN5L2 inh -3% and N370S GC -10%.
Screening CCn1nnc2cc(C(=O)Nc3ccc(OC)cc3)ccc21 returned FEN1 inhibitor -2% and GCN5L2 inh -5%.
Screening CN(C)/C=C/C(=O)c1ccc(Cl)s1 returned FEN1 inhibitor 18%, GCN5L2 inh 3% and N370S GC -1%.
For COc1ccc(CNC(=O)c2cc3cc4ccc(C)cc4nc3o2)cc1 the results were FEN1 inhibitor 18% and GCN5L2 inh 0%.
For Cc1c(Cl)cccc1NC(=O)C(=O)NCCc1csc(-c2ccc(C(F)(F)F)cc2)n1 the results were FEN1 inhibitor 0% and GCN5L2 inh -2%.
For CC(=O)Nc1ccc(NC(=O)C/C(C)=N/NC(=O)C(=O)N2CCCC2)cc1 the results were FEN1 inhibitor -4%, GCN5L2 inh 0% and N370S GC 3%.

6 successive records already listed, quoted:
CC(C)(C)C(=O)N1CCN(C(c2ccccc2)c2ccccc2)CC1 was read as FEN1 inhibitor -1%, GCN5L2 inh -3% and N370S GC -10%.
Screening CCn1nnc2cc(C(=O)Nc3ccc(OC)cc3)ccc21 returned FEN1 inhibitor -2% and GCN5L2 inh -5%.
Screening CN(C)/C=C/C(=O)c1ccc(Cl)s1 returned FEN1 inhibitor 18%, GCN5L2 inh 3% and N370S GC -1%.
For COc1ccc(CNC(=O)c2cc3cc4ccc(C)cc4nc3o2)cc1 the results were FEN1 inhibitor 18% and GCN5L2 inh 0%.
For Cc1c(Cl)cccc1NC(=O)C(=O)NCCc1csc(-c2ccc(C(F)(F)F)cc2)n1 the results were FEN1 inhibitor 0% and GCN5L2 inh -2%.
For CC(=O)Nc1ccc(NC(=O)C/C(C)=N/NC(=O)C(=O)N2CCCC2)cc1 the results were FEN1 inhibitor -4%, GCN5L2 inh 0% and N370S GC 3%.
